# High-throughput results (PubChem)
# AI-2 QS mod = modulators of Vibrio harveyi AI-2 quorum sensing system; AID 2094; activity change, % at 7.5 µM; Vibrio harveyi JMH597 AI-2 luminescence/OD600 ratio, 9 h; stronger effect = lower value; strain lacks LuxN and CqsS sensors; 0 = neutral-control median; 300,000 tested, 0.4% active; in the data active = activity change below about -75%, passing the limit was not always enough; inconclusive = no clear call, values can overlap the other calls;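 note: luminescence divided by OD600 gain over 9 h not by final OD600 alone; inactives centre near 13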
# HSF1 activator = increases HSF-1 driven luciferase reporter signal; NIH3T3-HGL HSF-1 luciferase reporter, MG132, 8 h; 100% = twice DMSO control signal; activation, % at 9 µM; 300,000 tested, 1.7% active; AID 504408;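 active = mean replicate activation of at least 50% with a set share of replicates each reaching 50%; inconclusive = only one of those two conditions met; inactive = mean below 50% and too few replicates reaching it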;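 note: 0% = median of the neutral control wells and 100% = twice that signal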
# GSK3 alpha inh = human GSK-3 alpha kinase inhibition | ADP-Glo luminescence, 60 min | P49840 | 320,000 tested, 0.1% active | inhibition, % at 10 µM | AID 2650;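 in the data active = inhibition above about 50%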;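 note: GST-tagged GSK-3 alpha with peptide substrate and 25 µM ATP; 0% = DMSO neutral wells and 100% = GW8510 positive control wells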
# Target sequence (P49840 whole entry, looked up): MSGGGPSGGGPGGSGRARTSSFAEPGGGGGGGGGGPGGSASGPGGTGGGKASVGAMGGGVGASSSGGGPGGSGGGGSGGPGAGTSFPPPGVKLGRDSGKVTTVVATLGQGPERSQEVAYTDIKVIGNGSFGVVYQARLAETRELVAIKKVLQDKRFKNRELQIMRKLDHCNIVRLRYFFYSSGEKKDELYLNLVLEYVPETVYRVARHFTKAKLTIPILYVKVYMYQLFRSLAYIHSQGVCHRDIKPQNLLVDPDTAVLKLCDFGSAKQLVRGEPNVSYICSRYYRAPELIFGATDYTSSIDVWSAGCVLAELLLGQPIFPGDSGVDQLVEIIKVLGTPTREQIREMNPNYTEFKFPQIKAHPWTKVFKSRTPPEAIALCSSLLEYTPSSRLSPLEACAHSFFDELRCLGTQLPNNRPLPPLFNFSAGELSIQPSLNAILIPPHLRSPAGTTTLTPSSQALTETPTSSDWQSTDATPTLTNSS
# HSF1 inhib = HSF1 inhibition; 300,000 tested, 0.77% active; NIH3T3-HGL HSE-luciferase, MG132-induced, luminescence 8 h; stronger effect = lower value; activity change, negative = inhibition, % at 7.5 µM (by protocol);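 active = more than half of replicate wells show activity change below -50%, luminescence cut by over half; inconclusive = some wells, but at most half, below -50%; inactive = no replicate well below -50%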;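 note: luciferase reports HSF-1 transcriptional activity via heat shock element; 0% = median of DMSO wells and -100% = zero luminescence signal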
# GSK3B inh = blocks human GSK3beta kinase activity | GST-GSK3beta kinase, ADP-Glo luminescence, 60 min; stronger effect = lower value | activity score (negative = inhibition), % at 10 µM | 300,000 tested, 0.038% active | P49841 | AID 2097;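 active = more than half of replicate wells score below -50%, meaning over 50% inhibition versus plate controls; inconclusive = some replicates but at most half score below -50%; inactive = no replicate scores below -50%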;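 note: 0% = median DMSO wells and -100% = median GW8510 positive control wells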
# Target sequence (P49841 whole entry, looked up): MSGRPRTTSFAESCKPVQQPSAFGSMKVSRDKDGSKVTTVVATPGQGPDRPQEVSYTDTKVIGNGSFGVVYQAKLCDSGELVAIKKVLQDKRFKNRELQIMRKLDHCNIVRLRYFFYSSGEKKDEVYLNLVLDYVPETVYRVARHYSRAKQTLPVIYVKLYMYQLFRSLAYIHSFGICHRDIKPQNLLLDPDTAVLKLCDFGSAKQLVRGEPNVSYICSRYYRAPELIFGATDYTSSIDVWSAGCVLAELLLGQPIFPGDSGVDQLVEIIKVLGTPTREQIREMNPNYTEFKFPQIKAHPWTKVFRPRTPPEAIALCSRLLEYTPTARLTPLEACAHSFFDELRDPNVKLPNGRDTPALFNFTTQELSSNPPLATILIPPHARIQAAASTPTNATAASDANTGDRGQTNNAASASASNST
#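 Test system: GST-tagged human GSK3beta kinase, cell-free; evaluation: activity score scaled between in-plate DMSO and GW8510 controls; measured by: ADP-Glo luminescence; incubation: 60 min reaction, RT; benchmarks: DMSO and 20 µM GW8510; reagent: peptide substrate plus 25 µM ATP (final); medium: Tris/MgCl2 kinase buffer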
# HSP90 refold inh = blocks HSP90-mediated luciferase refolding in reticulocyte lysate; Rabbit reticulocyte lysate, luciferase refolding luminescence, 3 h; inhibition, % at 5.6 µM; 290,000 tested, 0.91% active; AID 1789;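 active = inhibition above the screen-wide mean plus 3 SD, computed separately per campaign, cut at about 16% in these data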;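 note: 0% = DMSO wells and 100% = 60 µM geldanamycin wells; inhibitors lower the luminescence because luciferase stays unfolded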
# aSyn 5UTR inh = 5' untranslated region of α-synuclein, MLPCN primary screen. AID 1813. 300,000 tested, 0.82% active. alpha-synuclein 5'UTR reporter, inhibitor activity. inhibition, % (tested at 7.5 µM); in the data active = inhibition above about 60%; inconclusive = no clear call, values can overlap the other calls;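 note: H4 neuroglioblastoma cells stably carrying SNCA 5'UTR luciferase fusion; 0% = DMSO wells and 100% = positive control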
# IEC-6 cytotox = IEC-6 cytotoxicity, counter-screen for KLF5 inhibitors | luminescence viability | inhibition, % at 5 µM | 290,000 tested, 0.78% active; in the data active = inhibition above about 22%;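 note: 0% = plate median of test compound wells and 100% = cytotoxic reference compound wells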
# PolyA inhibitor = blocks polyadenylation in yeast reporter cells; S. cerevisiae SKY197-pL101 polyadenylation reporter, beta-gal luminescence; efflux-impaired pdr1/pdr3 knockout yeast; score 100 = 6 SD above DMSO; calls only at 12 µM; 300,000 tested, 0.02% active; AID 1875;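 active = lowest replicate activity score at least 50, where 100 means six control SD above control mean; inconclusive = lowest score under 50 but half or more replicates reach 50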;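 note: yeast exposed to compound for 9 h at 30 °C; higher score means more reporter readthrough which indicates perturbed polyadenylation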
# KLF5 inh = suppresses KLF5 promoter-driven expression. inhibition, % at 5 µM. 290,000 tested, 0.23% active. DLD-1 KLF5 promoter-luciferase reporter, luminescence;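 active = inhibition above a per-plate limit of that plate's mean compound inhibition plus 3 SD, cut at about 60% in these data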;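 note: 0% = DMSO wells and 100% = LY294002 at 200 µM; higher means less KLF5 promoter-driven luciferase light; inactives centre near -14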
# * hit, by the source's call; i = inactive; ? = inconclusive; · = no result given. An excerpt; the hit share may differ from the screen's.
SMILES,AI-2 QS mod,HSF1 activator,GSK3 alpha inh,HSF1 inhib,GSK3B inh,HSP90 refold inh,aSyn 5UTR inh,IEC-6 cytotox,PolyA inhibitor,KLF5 inh
COc1ccccc1CNC(=O)CSc1nnc2c(Cl)cc(C(F)(F)F)cn12,22.3,2.8,-1.7,-1.4,1.1,-1.6,-21.4,0.3,i,-33.9
CCOc1ccc(-c2ccc(/C=C3/C(=N)N4C(C)=CSC4=NC3=O)o2)c([N+](=O)[O-])c1,9.5,-2.6,5.4,-4.6,-1.0,2.0,-33.6,-1.3,i,-0.9
O=C(CN(Cc1ccccc1)C(=O)CCC(=O)Nc1ccccn1)NCc1ccco1,8.9,-4.1,6.8,-12.0,-8.3,10.4,7.5,-2.3,i,-31.1
COC(=O)N/N=C/c1ccc([N+](=O)[O-])o1,?,-48.3,-4.7,-28.5,-1.0,6.5,-0.4,-1.4,i,-6.0
Cc1ccc(OCCN2C(=O)CSC2=O)cc1,16.5,21.3,0.0,7.4,1.4,-2.5,4.7,-3.1,i,3.5
CS(=O)(=O)N(CC(=O)NCCSc1ccccn1)c1ccc(F)cc1,11.4,0.1,1.6,1.6,3.3,-5.9,-12.5,0.6,i,2.1
O=C(CNS(=O)(=O)c1ccccc1)OCC(=O)c1ccccc1Cl,1.7,-4.2,1.1,2.7,-0.5,21.6*,-8.5,1.5,i,4.8
COc1ccc(NC(=S)N(CCN2CCOCC2)Cc2cc3cc4c(cc3[nH]c2=O)OCCO4)cc1,11.6,14.2,-3.1,-11.1,-4.0,7.7,-25.6,1.2,i,-17.6
O=C(O)c1cnn2c1NC(c1cccs1)CC2C(F)(F)F (centres undefined),23.9,9.8,-0.4,5.0,0.4,-1.0,15.6,-15.0,i,-33.5
Cc1nc2cc(N)ccc2n1C1CCCCC1,23.7,-8.2,1.5,-11.8,-2.0,0.1,-24.5,-1.1,i,1.1
[O-][N+]1=C(c2cccs2)CN(O)C1,20.6,-6.5,-2.5,-3.1,3.2,-1.8,-6.0,-0.3,i,8.9
Cc1ccc(NC(=O)CSc2n[nH]c(N)n2)cc1S(=O)(=O)N1CCOCC1,9.3,3.9,2.0,10.8,-20.8,2.4,18.3,-4.4,i,-20.1
COc1cccc(CNC(=O)CCCCCNC(=O)N2CCn3c2nc2ccccc23)c1,10.7,5.4,2.3,13.1,-1.9,0.1,-0.2,-0.6,i,-16.2
CC(C)NC(=O)CN1CCN(C(=O)c2ccc3oc(CCCc4ccccc4)nc3c2)CC1,64.3,7.2,5.5,-0.6,-0.9,-1.0,-17.6,5.8,i,-53.8
Cc1ccc(S(=O)(=O)N2CCN(Cc3nc4ccccc4[nH]3)CC2)cc1C,6.3,-3.6,-2.5,3.4,7.0,-6.1,4.0,-0.3,i,-26.8
COc1cccc(C(C)NC(=S)NCc2ccc(F)cc2)c1 (centres undefined),-4.0,7.8,-0.1,1.5,-1.8,-2.2,14.8,0.8,i,1.2
COc1ccccc1Cn1nnc2c(=O)[nH]c(C3CCN(C(=O)c4ccccc4Cl)CC3)nc21,26.8,14.6,1.6,-2.7,1.7,0.1,?,-0.9,i,-5.9
CCN(CCCNC(=O)CCNC(=O)Cn1ccc2ccccc2c1=O)c1ccccc1,24.0,15.0,·,9.3,-2.2,-1.3,14.7,3.8,i,-9.0
COc1cccc(-c2nnc(NC(=O)c3ccc(S(=O)(=O)N4CCOCC4)cc3)o2)c1,52.6,-26.9,-1.7,-16.2,3.3,-3.6,48.4,-3.7,i,6.1
Cn1c(SCC(=O)Nc2nccs2)nnc1C12CC3CC(CC(C3)C1)C2,45.8,11.8,18.1,-5.5,-8.7,-2.7,-42.3,-0.9,i,-18.3
Cc1c(Nc2nc3ccccc3n3cnnc23)cccc1[N+](=O)[O-],15.5,8.3,-0.8,2.9,-21.1,-1.4,41.0,2.6,i,-32.0
Cc1cc(/C=C2/C(=N)N3C(=NC2=O)SN=C3S(C)(=O)=O)c(C)n1-c1ccc(F)cc1,8.7,34.3,-1.7,18.6,3.7,-4.5,-20.7,1.9,i,-40.7
COc1ccc(S(=O)(=O)N[C@@H](Cc2ccccc2)C(=O)N2CC[C@@]3(O)CCCC[C@H]3C2)cc1,29.2,?,0.2,12.4,-1.3,4.7,-2.6,-5.0,i,-24.8
Cc1cccn2c(=O)c(C(=O)NC3CCCCC3)c(O)nc12,17.5,-13.2,-2.2,-3.9,-1.4,-1.4,-66.5,4.4,i,-41.2
O=C(c1ccccc1)C(O)C(c1ccccc1)N1CCOCC1 (centres undefined),5.8,-2.3,-4.1,2.8,-0.9,-0.9,8.0,0.4,i,12.1
# Remaining list, next part
SMILES,AI-2 QS mod,HSF1 activator,GSK3 alpha inh,HSF1 inhib,GSK3B inh,HSP90 refold inh,aSyn 5UTR inh,IEC-6 cytotox,PolyA inhibitor,KLF5 inh
NC(=S)Nc1cc2ccccc2c2ccccc12,-44.4,7.7,1.9,0.6,-2.1,-0.6,18.1,9.2,i,-8.7
CC(C)CCOC(=O)C1C2C=CC3(CN(Cc4cccs4)C(=O)C13)O2 (centres undefined),17.7,7.3,-3.4,-4.6,1.9,-1.7,-3.6,-0.8,i,-1.5
Nc1nnc(CCS(=O)(=O)c2cc(Cl)ccc2Cl)s1,16.1,12.9,3.0,6.1,-0.4,3.2,7.7,8.2,i,17.4
CCOC(=O)C1CCN(C(=O)CN(c2cc(Cl)ccc2OC)S(=O)(=O)c2ccccc2)CC1,12.4,-9.2,1.7,2.2,3.7,-0.1,5.4,-3.6,i,8.8
N#CCCN(Cc1ccccc1)C(=O)c1cccs1,37.4,16.5,-1.1,-7.7,-0.4,1.7,18.5,6.0,i,-13.0
O=c1c2ccccc2cnn1-c1nc2ccccc2[nH]1,8.4,-84.9,·,-82.8*,-26.8,92.2*,97.8*,53.5*,i,105.3*
CC(NC(=O)NC(=O)c1ccc(Cl)cc1Cl)C1CC1 (centres undefined),0.5,10.2,0.8,3.3,-2.0,1.1,-69.6,3.5,i,-13.2
CN(C)S(=O)(=O)c1ccc(/C(O)=C2/C(=O)C(=O)N(Cc3cccnc3)C2c2ccco2)cc1 (centres undefined),33.3,-3.0,·,-2.5,2.0,-1.1,-5.1,0.1,i,-36.3
COc1ccc(C2SCCN2C(=S)Nc2cccc(Cl)c2)cc1 (centres undefined),9.3,14.9,-0.9,3.5,0.6,-0.8,-10.8,-1.2,i,-26.3
COCCNC(=S)Nc1ccc(S(=O)(=O)Nc2cnc3ccccc3n2)cc1,58.1,8.1,0.6,1.3,3.3,3.4,15.6,6.2,i,9.5
O=C(CSc1nnc(COc2ccc(Cl)cc2)n1Cc1ccco1)c1ccccc1F,20.3,-0.8,-10.7,5.5,-1.3,-2.8,14.8,0.2,i,-5.9
CCOC(=O)C1CCN(C(=O)c2ccccc2NS(=O)(=O)c2ccccc2)CC1,1.2,-4.6,-2.0,-7.8,2.5,-3.1,0.6,-1.1,i,-6.6
COc1ccc(C2=CC(=O)CC(c3ccccc3)C2)cc1 (centres undefined),32.3,12.6,5.4,7.0,0.9,-0.9,-9.5,4.6,i,-2.3
Cc1cc(=O)n2nc(N3CCC(C(=O)NCCc4ccc(Cl)cc4)CC3)sc2n1,50.3,4.4,-0.9,7.5,3.7,-0.4,7.6,-5.8,i,-19.5
Cc1nc2c(cnn2-c2ccccc2)c(=O)[nH]1,20.7,1.9,10.7,2.4,-5.8,-1.5,5.2,-6.5,i,-24.6
Cc1ccc2[nH]c(O)c(N=O)c2c1,14.6,6.3,2.8,8.8,1.0,4.5,-7.6,9.9,i,-16.2
Cc1csc(NC(=O)Cc2c[nH]c3ccccc23)n1,38.3,63.2*,3.7,33.4,0.1,-3.3,-94.6,-0.5,i,-18.5
COc1ccc(/C=C/C(=O)NC(=S)Nc2ccc(C(=O)O)cc2)cc1,14.1,-8.5,-1.0,-4.1,-0.4,5.1,-49.0,3.1,i,4.8
CCc1nnc(NC(=O)CSc2nnc(Cc3cc(=O)[nH]c(=O)[nH]3)n2-c2cccc(OC)c2)s1,18.7,-2.2,-2.8,-4.9,1.8,1.8,-6.4,-2.4,i,-11.8
CC(C)c1nnc(NC(=O)c2ccc(N3C(=O)CCC3=O)cc2)s1,7.7,-42.0,-2.8,-30.2,1.5,-0.3,-25.7,1.9,i,-21.4
CNC(=O)c1cc2c(-c3ccccc3)nn(C)c2s1,-2.4,15.2,1.1,-2.7,-5.9,3.2,-23.1,13.7,i,-15.5
COc1ccc(C(=O)NCCc2ccccc2)cc1OC,-2.4,36.1,0.4,16.0,-0.1,1.7,-96.5,2.1,i,-114.2
COc1ccccc1NC(=O)CSc1nnc(-c2ccoc2C)n1CC1CCCO1 (centres undefined),10.4,8.5,-2.8,-4.5,-8.1,3.0,25.6,7.0,i,-16.4
Cc1cccc(-c2nnc3n2N=C(c2ccccc2)CS3)c1,21.3,0.7,0.0,1.1,0.6,5.6,63.0*,0.7,i,-16.0
CC(C(=O)Nc1ccc(S(=O)(=O)N2CCOCC2)cc1)N1CCN(c2ccccn2)CC1 (centres undefined),-5.3,-9.1,-1.4,-4.3,-0.8,2.8,4.6,0.6,i,-0.9
# (next part)
SMILES,AI-2 QS mod,HSF1 activator,GSK3 alpha inh,HSF1 inhib,GSK3B inh,HSP90 refold inh,aSyn 5UTR inh,IEC-6 cytotox,PolyA inhibitor,KLF5 inh
O=C(N/N=C/c1ccco1)c1[nH]ncc1Br,38.2,·,·,·,-1.6,-0.3,·,0.6,·,-19.4
CCN(c1cccc(C)c1)S(=O)(=O)c1cc(CN2C(=O)c3cccnc3C2=O)ccc1OC,28.6,0.9,-0.3,1.8,-0.1,0.2,-35.4,-6.1,i,-6.7
CC(C)CC(=O)Nc1ccc(F)c(Cl)c1,17.6,-5.6,-0.8,-3.0,-1.1,-0.8,13.5,-0.2,i,-40.2
O=C(NCCCc1ccc(F)cc1)C1CCC(=O)N(CCCN2CCCC2=O)C1 (centres undefined),16.3,3.5,1.3,-4.4,0.8,-4.7,-28.1,-12.6,i,-5.8
Cc1ccccc1N(CC(=O)N1CCN(c2ccccc2)CC1)S(C)(=O)=O,-2.1,12.4,-3.0,1.1,-0.3,0.3,1.9,-6.1,i,-21.7
COc1cc(S(=O)(=O)N2CCCCCC2)ccc1Cl,14.7,-4.9,3.9,1.0,-23.3,0.8,2.8,5.0,i,15.1
CCCCNC(=O)N1CCN(c2ccccc2OC)CC1,26.3,12.1,2.2,-2.6,0.0,1.1,13.3,5.5,i,-38.2
